KDM4E inh: inhibitors of human JMJD2E histone demethylase. 230,000 tested, 1.6% active. B2RXH2. AID 2147. Potency, µM (doses to about 57.1 µM), without a hit: top-dose activity change, negative = inhibition, actives largely listed as inhibitors. JMJD2E catalytic domain, FDH-coupled NADH fluorescence (FDH is formaldehyde dehydrogenase); active = well fitted inhibition curve with a large enough effect, not every such curve was filed as active; inconclusive = small, poorly fitted or top-dose-only effect, or another doubt; inactive = no such curve, though single readings can be large or run the other way;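 note: 0% = wells with enzyme and -100% = buffer wells without enzyme; nearly all actives have a fitted effect of over 50% in size; many of its hits are not listed in these tables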
SMN2 splice enh: SMN2 splice variant enhancement; HEK293 SMN2-luciferase splicing reporter, luminescence, 30-36 h; Potency, µM (series often up to 46.1 µM), for inactives: top-dose activity change, positive = activation, usual class: activators; 210,000 tested, 2.8% active; AID 1458; note: % of control where 0% means no effect; nearly all actives have a fitted effect of over 55% in size
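HEK293 cells carry an SMN2 […]–luciferase reporter in which exon 7 inclusion puts luciferase in frame. Cells were plated 10-12 h before compound addition, then incubated 30-36 h at 37C. ONE-Glo luminescence was read; sodium butyrate at 4.5 mM final served as control.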
ALDH1A1 inh: inhibitors of human aldehyde dehydrogenase 1A1; Potency, µM (doses to about 75.3 µM), for inactives: at the top dose activity, negative = inhibition, hits mostly inhibitors; 220,000 tested, 7.3% active; P00352; Purified ALDH1A1, NADH fluorescence, propionaldehyde substrate; active = well fitted inhibition curve with a large enough effect, not every such curve was filed as active; inconclusive = small, poorly fitted or top-dose-only effect, or another doubt; inactive = no such curve, though single readings can be large or run the other way;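 note: plate controls were no enzyme wells and a reference inhibitor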
LMNA splice mod: changes lamin A minigene splicing in HeLa cells | HeLa LMNA splicing GFP/RFP minigene ratio, 48 h | Potency, µM (highest dose often 46.1 µM), for inactives: top-dose ratio change, negative = inhibition, most hits filed as inhibitors | 200,000 tested, 0.01% active | AID 1487; active = well fitted inhibition curve with a large enough effect in the signal ratio, with a control signal flat, not every such curve was filed as active; inconclusive = small, poorly fitted or top-dose-only effect, or effect the other way, or a change in a side signal; the % refers to the signal ratio; note: % is set by controls: 0 for no effect and ±100 for the full control effect
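Read-out is the ratio of GFP to DsRed2 object intensity, acquired by 488 nm laser-scanning cytometry on HeLa lamin A-EGFP minigene reporter cells. Compound incubation 48 hrs at 37 °C in Opti-MEM with 2% FBS; DMSO 0.5% final.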
RECQ1 helicase: inhibitors of human RECQ1 DNA helicase | P46063 | RECQ1 DNA unwinding, red fluorescence kinetic read | Potency, µM (doses to about 57.3 µM), for the others: at the highest dose activity, negative = inhibition, most hits filed as inhibitors | 240,000 tested, 0.54% active | AID 2549;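 note: plate controls were vehicle for no effect and no enzyme for full effect; nearly all actives have a fitted effect of over 30% in size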
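50 nM RECQ1T1 preincubated 15 min with compound in Tris pH 8.0 buffer with MgCl2, DTT, Tween-20 and 2.5 ug/ml poly(dI-dC); started with 200 nM TAMRA/BHQ-2 forked duplex and 2 mM ATP. Unwinding read as fluorescence (525/598 nm), two reads 2 h apart.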
Luc counter: Kinase-Glo luciferase inhibition (counter-screen). Q27757. Kinase-Glo luciferase, ATP luminescence, 8 min. Potency, µM (titrated, usually from 38.3 µM), for inactives: top-dose activity change, negative = inhibition, hits mostly inhibitors. 200,000 tested, 0.28% active. AID 1379; note: % is set by controls: 0 for no effect and ±100 for the full control effect; nearly all actives have a fitted effect of over 60% in size
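Substrate mix (final 50 mM imidazole pH 7.2, 50 mM KCl, 7 mM MgCl2, 10 uM ATP, 0.01% Tween 20, 0.05% BSA) plus pin-tool compound, then Kinase-Glo detection mix; 8 min ambient, luminescence read.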
Tau ThT inhib: inhibitors of human tau fibril formation, thioflavin T binding | P10636 | recombinant tau K18 P301L (four-repeat tau fragment), heparin-induced fibrillization, ThT fluorescence | Potency, µM (top dose mostly 57.4 µM), for the others: at the highest dose activity, negative = inhibition, actives largely listed as inhibitors | 270,000 tested, 2.1% active; note: % is set by controls: 0 for no effect and ±100 for the full control effect; nearly all actives have a fitted effect of over 55% in size
Target sequence (P10636 561-689 P618L limits assumed): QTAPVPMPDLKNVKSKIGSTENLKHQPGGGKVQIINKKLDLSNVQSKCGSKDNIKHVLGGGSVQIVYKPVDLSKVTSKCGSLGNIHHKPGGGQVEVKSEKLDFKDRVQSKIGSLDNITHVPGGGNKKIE
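Heparin-induced (20 uM) aggregation of recombinant human K18 P301L tau, 15 uM unlabeled with 0.24 uM labeled, pH 7 acetate buffer, 6 hr at 37 C with compound. Fibrils quantified by 30 uM ThT fluorescence after 1 hr ambient incubation.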
L3MBTL1 block: L3MBTL1 (human) inhibition. Q9Y468. AlphaScreen L3MBTL1–H3K9me1 peptide binding. Potency, µM (highest dose often 57.1 µM), without a hit: top-dose activity, negative = inhibition, usual class: inhibitors. 230,000 tested, 0.66% active; note: % is set by controls: 0 for no effect and ±100 for the full control effect; nearly all actives have a fitted effect of over 60% in size
Target sequence (Q9Y468 whole entry, looked up): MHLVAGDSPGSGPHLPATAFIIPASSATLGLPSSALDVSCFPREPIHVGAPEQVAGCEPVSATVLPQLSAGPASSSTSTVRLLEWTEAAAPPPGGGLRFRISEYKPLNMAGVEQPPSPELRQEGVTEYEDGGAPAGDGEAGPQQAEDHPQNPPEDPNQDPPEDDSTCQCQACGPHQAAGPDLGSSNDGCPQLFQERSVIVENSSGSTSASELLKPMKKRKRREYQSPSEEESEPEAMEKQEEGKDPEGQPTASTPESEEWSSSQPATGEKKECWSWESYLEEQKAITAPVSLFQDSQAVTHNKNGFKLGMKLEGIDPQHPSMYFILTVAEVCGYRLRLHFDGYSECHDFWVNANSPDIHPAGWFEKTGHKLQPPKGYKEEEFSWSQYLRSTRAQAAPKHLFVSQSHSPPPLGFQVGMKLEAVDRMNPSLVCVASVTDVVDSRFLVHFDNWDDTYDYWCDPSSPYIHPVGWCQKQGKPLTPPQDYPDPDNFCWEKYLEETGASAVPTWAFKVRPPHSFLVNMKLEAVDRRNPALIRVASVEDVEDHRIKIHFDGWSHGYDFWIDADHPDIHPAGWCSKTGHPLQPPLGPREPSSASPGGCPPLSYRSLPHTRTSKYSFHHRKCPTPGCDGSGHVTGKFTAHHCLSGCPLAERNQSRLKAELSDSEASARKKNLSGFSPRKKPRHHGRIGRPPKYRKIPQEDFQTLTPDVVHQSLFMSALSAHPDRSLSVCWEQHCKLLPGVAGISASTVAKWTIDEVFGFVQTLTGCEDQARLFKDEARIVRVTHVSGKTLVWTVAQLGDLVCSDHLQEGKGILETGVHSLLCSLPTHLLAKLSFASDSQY
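L3MBTL1 50 nM + b-AHA-H3(1-15)K9me1 75 nM, 30 min RT; compound added, 30 min RT; streptavidin donor/Ni-chelate acceptor beads 10 ug/mL each final, 30 min RT dark; AlphaScreen read.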
* = called active by the depositor; i = inactive; ? = inconclusive; . = not tested or not shown; & = joins results of further samples; [ ] = another dose, or the depositor's remark. Unless noted, calls come from the whole dose curve; as a rule, active = well fitted curve in the direction sought with a large enough effect; inconclusive = small, poorly fitted or top-dose-only effect, or another doubt; inactive = no such curve, though single readings can be large; an effect the other way counts as inactive or inconclusive. Potency is the fitted concentration of half-maximal effect.

Sequence of screens: KDM4E inh	SMN2 splice enh	ALDH1A1 inh	LMNA splice mod	RECQ1 helicase	Luc counter	Tau ThT inhib	L3MBTL1 block
Cc1nnc(Nc2ccc3c(c2)ncn3C)c2ccccc12
→ -5%	-6%	1%	10%	-6%	-5%	-14%	3%
O=C(CSc1nnc(CNC(=O)c2ccccc2F)o1)c1ccc(Cl)cc1
→ 2%	8%	?	?	-7%	-5%	?	.
CC1(C)CC(CCN(Cc2ccccc2)C(=O)c2ccco2)(c2ccccc2)CCO1 (stereo unspecified)
→ 2%	-29%	25µM*	?	-11%	0%	-11%	-14%
Cc1ccc(-n2c(-c3cnccn3)n[nH]c2=S)c(Br)c1
→ -21%	.	-4%	11%[46 µM]	i	1%	0%	-1%
Cc1oc(-c2ccccc2)cc1C(=O)NCc1ccncc1
→ 4%	.	.	.	i	.	-11%	-3%
COc1cc(C)nc(Nc2nc(C)c(C(C)=O)s2)n1
→ 0%	.	1.6µM*	?	-4%	.	?	-9%
Cc1nc(C(=O)Nc2ccc(Cl)cc2)nn1-c1ccc([N+](=O)[O-])cc1
→ 4%	-20%	?	-5%	-10%	2%	?	-1%
Cc1ccc(NC(=O)c2cc(-c3cccs3)on2)cc1C
→ ?	18%	?	?	-12%	1%	-18%&-16%	.
CCCC(O)(CCC)C(=O)NN(C(=O)CCl)c1ccccc1
→ 3%	-24%	25µM*	?	-4%	0%	-6%	3%
C=CCC(CC=C)(C(N)=O)c1ccccc1
→ 2%	10%	0%	13%[46 µM]	-9%	3%	-11%	2%
Cc1c(/C=N/O)c2ccccn2c1C=O
→ 8%	17%	-6%	?	-1%	-1%	-6%	17%
COc1ccc(-c2nnc(SCC(=O)NC(=O)NCc3ccccc3)o2)cc1
→ -6%	2%	5%	1%	-9%	-5%	-9%	.
CSc1ccc(OC2CCCCC2NS(=O)(=O)c2ccc(Cl)cc2)cc1 (stereo unspecified)
→ -10%	-61%[inhibitor]	0.45µM*	?	-5%	0%	-1%	-7%
CCCCn1c(N)c(C(=S)NC(=O)CC(C)C)c(=O)n(C)c1=O
→ -4%	2%	-8%	-13%	-10%	-1%	-17%	11%
Cc1ccc(C(=O)N2CCOCC2)cc1Cl
→ 6%	1%	6%	1%	i	0%	-3%	.
Cc1cccc(-c2noc(-c3ccno3)n2)c1
→ 13%	.	6%	.	-5%	.	-12%	20%
Cc1ccc(/C=N/NC(=O)c2csc3c2CCCC3)cc1
→ 2%	24%	-6%	?	-13%	-1%	?	-7%
COc1ccc([N+](=O)[O-])cc1NCc1cccc([N+](=O)[O-])c1
→ -8%	-26%	?	.	-16%	3%	?	.
CC(C)(C)NC(=O)C(c1ccccc1)N(C(=O)C1CSC(=O)C1)c1ccccc1 (stereo unspecified)
→ 8%	-5%	9%	2%	-8%	5%	-13%	5%
O=C(O)C(=O)/C(=C\c1cccc2ccccc12)c1ccc2ccccc2n1
→ ?	7%	?	-7%	-5%	-3%	?	.
Cc1ccc(O)c(NC(=O)c2cc([N+](=O)[O-])ccc2Cl)c1
→ -1%	-82%[inhibitor]	-1%	.	-6%	2%	9%	-19%
O=C(NCCN1CCOCC1)c1ccc2c(c1)ncn2C1CCCC1
→ -7%	0%	?	-3%	5%	3%	-2%	0%
Cc1cc(SCC(=O)OCC(=O)NC(C)c2ccccc2)c(C)cc1Br (stereo unspecified)
→ 2%	4%	7%	3%	-13%	-3%	-12%	20%
CC(C)n1c(SCc2ccccc2F)nc2c1c(=O)n(C)c(=O)n2C
→ -5%	-13%	4%	1%	-6%	0%	-9%	.
COc1cc(C2C(C#N)=C(SC)NC3=C2C(=O)CCC3)ccc1O (stereo unspecified)
→ 3%	.	.	.	?	.	-6%	4%
COC(=O)c1sc(N)c(C(=O)OC)c1CSc1nc2sc3c(c2c(=O)n1C)CCC3
→ -8%	-42%[inhibitor]	?	-15%	0%	2%	?	-6%
O=C(N1CCN(c2ccccc2)CC1)C(F)(F)C(F)F
→ 8%	3%	8%	14%	-3%	3%	-14%	.
C#CCN1C(=O)C(O)(CC(=O)c2ccc3c(c2)OCCO3)c2ccccc21 (stereo unspecified)
→ -6%	19%	1µM*	1%	-7%	-3%	-5%	.
Cc1cc(C)cc(N2C(=O)c3nccnc3C2=O)c1
→ 3%	-3%	12%	?	-8%	3%	-6%	5%
CCOC(=O)c1ccc(NC(=O)CSCCC(=O)O)cc1
→ -1%	-7%	32µM*	-1%[46 µM]	0%	3%	-13%	3%
N=c1sccn1CC(=O)Nc1ccc(Cl)c(S(=O)(=O)N2CCOCC2)c1
→ 2%	-11%	-1%	9%	-3%	-1%	-2%	3%
COc1cccc(NC(=O)CSc2nc3ccccc3c3nc4ccccc4n23)c1
→ 2%	6%	?	-15%	-1%	0%	-17%	-17%
COC(=O)/C(=C1\Oc2ccc(C(C)(C)C)cc2S1)C(F)(F)F
→ 7%	2%	1%	?	-5%	-1%	17%	28%
COc1ccc(CCNC(=O)Cc2ccc3c(c2)OCO3)cc1OC
→ 4%	-2%	1%	-14%	-1%	-1%	-1%	8%
c1cncc(CN=C2Nc3ccccc3CS2)c1
→ 2%	7%	0%	?	i	-7%	5%	12%
COc1ccc(OCC(O)CNc2ccc(Br)cc2)cc1 (stereo unspecified)
→ 2%	-3%	?	-14%	4%	5%	?	-22%
COc1cccc(NS(=O)(=O)c2ccc3[nH]cc(C(=O)NCCCOC(C)C)c(=O)c3c2)c1
→ -9%	-3%	11µM*	-15%	-4%	-4%	-9%	?
COc1ccc(COC(=O)c2ccc(N3CCCC3=O)cc2)cc1F
→ 3%	-23%	-7%	?	-2%	-2%	-8%	5%
O=C(CNc1ccc2ccccc2c1)N/N=C/C=C/c1cccc([N+](=O)[O-])c1
→ -1%	6%	-3%	1%	-14%	-1%	?	-12%
CSCc1cc(N2CCOCC2)nc(-c2ccccc2)n1
→ -7%	2%	1%	?	-1%	1%	-4%	-9%
CSCCC(NS(=O)(=O)c1ccc(Cl)cc1)C(=O)OCC(=O)NC12CC3CC(CC(C3)C1)C2 (stereo unspecified)
→ 7%	-11%	-8%	?	-20%	-2%	-10%	.
Cc1ccc(NC(=O)C2CC2C)c(Cl)c1 (stereo unspecified)
→ -1%	3%	6%	.	-14%	1%	3%	5%
c1ccc(-c2nnc(-c3ccco3)n2-c2ccccc2)cc1
→ ?	-22%	?	-13%	-3%	-1%	-4%	1%
COc1ccc(CCN(C(=O)c2ccc(F)cc2)C2=CC3CCC(C2)N3C)cc1OC (stereo unspecified)
→ 1%	-12%	0%	2%	-14%	1%	4%	8%
O=C(CNC(=O)c1ccc(Cl)cc1)NCCCn1ccnc1
→ -8%	-21%	9%	1%	-2%	-2%	1%	-8%
Cc1nn(Cc2ccccc2)c(Cl)c1C(=O)NCc1ccc(C)n1C
→ -16%	-9%	-1%	5%	-1%	5%	?	-4%
CCOc1ccc(-n2c(=S)sc3c(=O)[nH]c(SCC(=O)NC(C)CC)nc32)cc1 (stereo unspecified)
→ 0%	-5%	-9%	1%	-2%	0%	-13%	.
O=C1N=C2SCCN2/C1=C\c1ccc(Cl)cc1
→ -4%	-9%	2%	21%	i	-2%	?	.
CCOc1ccc(CN2CCNC(=O)C2CC(=O)NCCCn2ccnc2)cc1 (stereo unspecified)
→ -9%	.	?	.	-7%	.	-6%	-2%
NNC(=O)c1nn(-c2ccc(Cl)cc2)ccc1=O
→ 12%	-6%	?	4%	i	-4%	-6%	8%
COc1ccc(OC)c2[nH]c(=O)c(CCNC(=O)c3ccc(Br)o3)cc12
→ -14%	5%	?	18%	-7%	-3%	-2%	-10%
O=C(c1ccc(SCc2ccco2)c([N+](=O)[O-])c1)N1CCOCC1
→ 5%	-10%	4%	2%[46 µM]	i	0%	1%	-1%
CCOC(=O)CNC(=O)CSc1nc2cccnc2n1C
→ -7%	-22%	7%	4%	9%	-1%	1%	2%
CCc1ccc(-c2nn[nH]n2)cc1
→ 1%	6%	9%	5%	-4%	-3%	0%	5%
CCN(CC)C(=O)Cn1cc(C(=O)C(=O)NCc2ccco2)c2ccccc21
→ -2%	0%	-13%	.	-16%	-1%	-14%	.
CC(C)(C)c1ccc(C(=O)OC/C(O)=C(\C#N)c2nc3ccccc3s2)cc1
→ -27%	4%	6%	-2%	-11%	0%	?	-1%
Cc1nc2sc(C(c3ccc(Cl)cc3)N3CCN(C(=O)c4ccco4)CC3)c(O)n2n1 (stereo unspecified)
→ 2%	1%	5%	14%	i	-8%	-19%	0%
C=CCNC(=O)c1ccc(-c2nc(-c3ccccc3)cs2)cc1
→ ?	5.6µM*	-4%	-8%	-3%	2%	?	9%
Cn1c(=O)c2c(nc(SCCN3CCCCC3)n2Cc2ccc(Cl)cc2)n(C)c1=O
→ 1%	16%	7%	-6%	-5%	-4%	-12%	-6%
Cc1cc(C)cc(NC(=S)NCc2ccc(S(N)(=O)=O)cc2)c1
→ 7%	-24%	5%	.	5%	-1%	0%	.
CCCNC1=C(N(C(C)=O)c2cccc(F)c2)C(=O)c2ccccc2C1=O
→ ?	-110%[inhibitor]	18%	?	-13%	-3%	-12%	-19%
CC(C)Sc1nc(C(F)(F)F)cc(=O)n1-c1ccccc1
→ -8%	27%	-6%	1%	-3%	-3%	0%	9%
O=C(OCc1ccc(Br)cc1)c1ccncc1
→ ?	.	0%	.	i	2%	-10%	21%

Only part of the results is shown; the hit share may differ from the screen's.
